S3 lipid droplet – qHTS Assay for Lipid Storage Modulators in Drosophila S3 Cells | Drosophila S3 cells, BODIPY lipid droplet fluorescence, 18-24 h; cells fed with added oleic acid | Potency in µM for hits, for the others lipid storage change, negative = inhibition, % at the top dose, mostly 46.1 µM | 320,000 tested, 0.64% active; active means well fitted inhibition curve with a large enough effect in the signal ratio, with a control signal flat, not every such curve was filed as active; inconclusive means small, poorly fitted or top-dose-only effect, or effect the other way, or a change in a side signal; the % refers to the signal ratio
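Laser-scanning cytometry quantifies lipid droplet accumulation (500–530 nm total intensity; droplet/cell object ratio) in oleic acid-fed (400 uM added) Drosophila S3 cells treated with a concentration series. 20 uM Triacsin C defined 100% inhibition.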
S3 lipid droplet cell count max – also measured in S3 lipid droplet; calls as there; cell number change, %; measured here: cell count max response;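 cells counted by Cell Tracker Red CMTPX staining in the red channel; peak over a dose series mostly up to 46.1 µM; percent activity relative to internal control wells on each plate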
Numbers without * were called inactive; i = inactive; ? = inconclusive; · = not tested or not shown. On the % scale 0 is the no-effect control and ±100 the full control effect; potency means the concentration at half of the fitted maximal effect.

Start of the data: the first 7 entries, to show the layout:
SMILES | S3 lipid droplet | S3 lipid droplet cell count max
COC(=O)c1scc(C)c1NC(=O)c1cccc(C#N)c1 | 6% | -1
Cc1ccc(/C=N/NC(=O)Cn2cnc3ccccc32)o1 | ? | ·
CC(C)(C)c1ccc(C(=O)Cn2cnnc2C#N)cc1 | -36% | -4
O=C(/C=C/c1ccccc1[N+](=O)[O-])OCC(=O)c1ccccc1 | i | -19
CC(C)Sc1sc(C(=O)O)c(-c2ccc(Cl)cc2)c1C#N | -5% | -2
O=C(COC(=O)CCc1nc2ccccc2s1)NC(=O)NCc1ccco1 | 3% | -14
O=S(=O)(Nc1ccc(N2CCOCC2)cc1)c1ccc(F)cc1 | -1% | -3

The list itself, from the start:
SMILES | S3 lipid droplet | S3 lipid droplet cell count max
COC(=O)c1scc(C)c1NC(=O)c1cccc(C#N)c1 | 6% | -1
Cc1ccc(/C=N/NC(=O)Cn2cnc3ccccc32)o1 | ? | ·
CC(C)(C)c1ccc(C(=O)Cn2cnnc2C#N)cc1 | -36% | -4
O=C(/C=C/c1ccccc1[N+](=O)[O-])OCC(=O)c1ccccc1 | i | -19
CC(C)Sc1sc(C(=O)O)c(-c2ccc(Cl)cc2)c1C#N | -5% | -2
O=C(COC(=O)CCc1nc2ccccc2s1)NC(=O)NCc1ccco1 | 3% | -14
O=S(=O)(Nc1ccc(N2CCOCC2)cc1)c1ccc(F)cc1 | -1% | -3
CCC(C)Sc1nnc(Cc2cc(=O)[nH]c(=O)[nH]2)n1-c1ccc(OC)cc1 (centres undefined) | ? | ·
O=C(Oc1cncc(Cl)c1)c1ccco1 | 5% | 1
COc1ccc([N+](=O)[O-])cc1NC(=O)/C=C/C(=O)O | -5% | 2
O=C(CSc1nnnn1Cc1ccccc1)NCCc1ccccc1 | ? | ·
CC/C(CC(C)(C)c1ccccc1)=N\O | ? | ·
Cc1cc2c3ccccc3ncn2n1 | ? | ·
COc1ccc(-n2c(=O)c3c4c(sc3n3c(=S)[nH]nc23)CCC4)cc1 | 0% | 13
COc1cccc(C2=CC(c3ccc(N(C)C)cc3)n3nnnc3N2)c1 (centres undefined) | -15% | -14
CCCc1[nH][nH]c(=O)c1C(c1ccc(Br)cc1)C(C#N)C#N (centres undefined) | i | ·
Cc1ccccc1-n1nc2c(c1NC(=O)c1cc3ccccc3o1)CS(=O)(=O)C2 | ? | ·
O=C(CCC(=O)Nc1ccccc1)NNC(=O)COc1ccccc1 | 0% | -11
CCC(=O)N1CCN(C(=O)c2ccccc2)CC1 | -2% | -1
CCOC(=O)CN1C(=O)C(C)(C)Oc2ccc(C(=O)Nc3ccccc3OC)cc21 | ? | ·
O=C(CSC(=S)N1CCCCC1)Nc1ncc2c(n1)CCCC2=O | 0% | 12
Cc1occc1C(=O)Nc1cccc2ccccc12 | -12% | -17
CC(=O)c1ccccc1NC(=O)COC(=O)/C(=C/c1ccccc1)n1nnnc1C | 7.3µM* | -28*
COc1ccc(C(C)=O)cc1CSc1nnc(-c2ccncc2)n1C | 1% | 4
CCc1cc(=O)oc2c3c(cc(OCC(=O)NCc4ccco4)c12)OC(C)(C)CC3 | ? | ·
SMILES | S3 lipid droplet | S3 lipid droplet cell count max
CCCCN(c1ccccc1)S(=O)(=O)c1cccc(C(=O)O)c1 | ? | ·
O=c1c2cc(NC(=S)NC3CCN(Cc4ccccc4)CC3)ccc2nc2n1CCCCC2 | ? | ·
C=CCN=C1NN=C(c2cc(C)n(CC=C)c2C)CS1 | ? | ·
CN(Cc1ccon1)C(=O)C1CCC(=O)N(CCc2ccc(Cl)cc2)C1 (centres undefined) | ? | ·
CN(C)C(=O)COc1ccc2ccc(=O)oc2c1 | ? | ·
CC(=O)Nc1ccccc1OCC(O)CS(=O)(=O)c1ccc(C(F)(F)F)cn1 (centres undefined) | ? | ·
CC(=O)c1cccc(NC(=O)Nc2ccc3c(c2)OCO3)c1 | i | -12
COc1ccc(N2CCN(C(c3cccs3)C(C)NC(=O)C(=O)N3CCCC3)CC2)cc1 (centres undefined) | ? | ·
CCC(=O)Nc1ccc(C(=O)N/N=C/c2ccc([N+](=O)[O-])cc2)cc1 | 0% | 0
CSc1ccccc1NC(=O)CN(c1ccccc1)S(=O)(=O)N(C)C | ? | ·
O=C(COc1ccccc1Cl)Nc1cccnc1 | ? | ·
CCOC(=O)c1cnc(-n2nc(C)cc2C)nc1NNc1cc(C)nc(-c2ccccc2)n1 | ? | ·
COc1ccc(NC(=O)/C(=C\c2cc(OC)c(OC)cc2[N+](=O)[O-])NC(=O)c2ccccc2)cc1 | ? | ·
COc1ccccc1/C=C/C(=O)OCC(=O)Nc1ccc(Cl)cn1 | 7% | 24
COc1ccccc1C(=O)NCC(=O)OC(C)C(=O)N(C)C1CCCCC1 (centres undefined) | 14% | 22
C[C@H](O)C(=O)C1=Nc2c(nc(N)[nH]c2=O)NC1 | -15% | 0
CC1CCN(c2nc(N3CCCCC3)nc(N3CCCCC3)n2)CC1 | ? | ·
Cc1noc(C)c1S(=O)(=O)N1Cc2ccccc2CC1C(=O)N(C)C (centres undefined) | -6% | 11
Cc1[nH]c2ccccc2c1NC(=O)CN1CCN(c2cccc(C(F)(F)F)c2)CC1 | ? | ·
S=C(NC1CC1)N1CCN(c2ccc(Cl)cc2)CC1 | 12% | 23
NC1=C([N+](=O)[O-])C(c2ccc3c(c2)OCO3)C2=C(CCCC2=O)O1 (centres undefined) | 21% | 26
COC(=O)c1ccccc1NC(=O)CN(c1c(C)cccc1C)S(C)(=O)=O | ? | ·
COc1cc(OC)c(C(=O)O/N=C(\N)c2ccccc2)cc1OC | ? | ·
O=C(c1ccco1)N1CCN(C(=O)c2sccc2-c2ccccc2)CC1 | 0% | -7
CCOC(=O)C(C)Sc1nc(=O)n2ccccc2n1 (centres undefined) | 2% | ·
SMILES | S3 lipid droplet | S3 lipid droplet cell count max
CNS(=O)(=O)c1cccc(C(=O)OCc2cc(=O)n3cc(Br)ccc3n2)c1 | ? | ·
O=C(O)c1cc2nc(C3CC3)cc(C(F)(F)F)n2n1 | ? | ·
COCCn1c(SCC(=O)Nc2ccc(F)cc2F)nc2c([nH]c3ccccc32)c1=O | -6% | 9
CC(C)OCCCNC(=O)C1CCC(=O)N1C(C)C (centres undefined) | -6% | -5
CCCCOC(=O)c1ccc(NC(=O)C(=O)NCCN(CC)CC)cc1 | ? | ·
CC1CN(S(=O)(=O)c2cccc(C(=O)NCCC3=CCCCC3)c2)CC(C)O1 (centres undefined) | 21% | ·
CCc1ccccc1NC(=O)C1CCCN(S(=O)(=O)c2c(C)noc2C)C1 (centres undefined) | 5% | -12
CS(=O)(=O)N1CCC(C(=O)N2CCN(c3ccccc3F)CC2)CC1 | -3% | 10
CCN(CC)S(=O)(=O)c1ccc(N2CCN(C)CC2)c(NC(=O)CSCC(=O)Nc2cccc(C)c2)c1 | ? | ·
COc1cccc(C(=O)Nc2ccc3c(c2)C(=O)c2ccccc2C3=O)c1 | ? | ·
Cc1ccc[n+](-c2[nH]c(=O)sc2/C=N/NC(=O)c2ccccc2[O-])c1 | 6% | 11
COc1cc2nc(SCC(=O)NCc3ccco3)n(Cc3ccc(Cl)cc3)c(=O)c2cc1OC | 3% | -11
CCOC(=O)C1=C(C)N=C2SCCC(=O)N2[C@@H]1/C=C/c1ccccc1 | 10% | -24
Cc1cccc(C)c1NC(=S)N/N=C/c1ccc(OCCC(C)C)cc1 | ? | ·
Cn1c(Oc2ccccc2NCc2cccc(Br)c2)cc(=O)n(C)c1=O | ? | ·
COc1cc(C(=O)N/N=C/c2ccccn2)cc(OC)c1OC | ? | ·
CCn1c(=O)n(CC)c2cc(S(N)(=O)=O)ccc21 | ? | ·
O=C(CCN1C(=O)C2CCCCC2C1=O)Nc1nc(-c2ccccc2)cs1 (centres undefined) | ? | ·
Cc1ccccc1-c1nc(CS(=O)(=O)CC(=O)NC(C)c2ccccc2)c(C)o1 (centres undefined) | ? | ·
CC1CCN(C(=O)COC(=O)c2n[nH]c3ccccc23)CC1 | ? | ·
O=C(CSc1nnc(-c2cc3ccccc3cc2O)n1Cc1ccco1)c1ccc(F)cc1 | ? | ·
COCCN=c1scc(-c2ccc3c(c2)NC(=O)CO3)n1/N=C(\C)c1ccc(O)cc1 | 3% | 3
Cc1ccc(N2CC(C(=O)Nc3nnc(SCCC4OCCO4)s3)CC2=O)cc1C (centres undefined) | 13% | ·
Cc1cn(-c2cc(NC(=O)c3ccc(C)c(NC(=O)c4cccc(-c5cn[nH]c(=O)c5)c4)c3)cc(C(F)(F)F)c2)cn1 | ? | ·
CCOC(=O)CCSc1nc(C(C)(C)C)cc(C(F)(F)F)c1C#N | -1% | -12

Arranged by count of non-hydrogen atoms (largest number first): some entries from above.
SMILES | S3 lipid droplet | S3 lipid droplet cell count max
COCCN=c1scc(-c2ccc3c(c2)NC(=O)CO3)n1/N=C(\C)c1ccc(O)cc1 | 3% | 3
CCOC(=O)CCSc1nc(C(C)(C)C)cc(C(F)(F)F)c1C#N | -1% | -12
CC(=O)c1cccc(NC(=O)Nc2ccc3c(c2)OCO3)c1 | i | -12
Cc1occc1C(=O)Nc1cccc2ccccc12 | -12% | -17

(further entries)
SMILES | S3 lipid droplet | S3 lipid droplet cell count max
O=C(/C=C/c1c(Cl)nc2ccccn12)N1CCN(c2ccccc2F)CC1 | ? | ·
Cc1ccc2c(C(=O)CN3CCN(C4CCCCC4)CC3)c(C)[nH]c2c1 | i | 1
CCc1ccc(N2C(=O)CC(N3CCC(C(=O)OC)CC3)C2=O)cc1 (centres undefined) | ? | ·
Cc1c(C(=O)N/N=C/c2c(O)ccc3ccccc23)nnn1-c1nonc1N | ? | ·
O=C(CN=C1NC(=O)C(c2ccccc2)(c2ccccc2)N1)NCc1ccc(F)cc1 | ? | ·
COc1ccc(Cc2nnc(NC(=O)CSc3ccccc3)s2)cc1 | -9% | -28
CC(=O)/C(N=Nc1ccc2c(c1)OCO2)=C(\C)O | 23% | -3
Cc1c(Cl)cc(-n2cnnn2)cc1[N+](=O)[O-] | ? | ·
CCOc1cccc2sc(N(CCCN(C)C)C(=O)c3ccc(S(=O)(=O)N(C)Cc4ccccc4)cc3)nc12 | 0% | 15
Cc1ccc(C)c(NC(=S)N2CCN(c3cccc(C(F)(F)F)c3)CC2)c1 | -14% | 10
COc1ccc(-n2cc(CNC3CCN(C)CC3)c(-c3cccc(F)c3)n2)cc1 | 5% | -1
COC(=O)COc1ccc(S(=O)(=O)Nc2ccc3c(c2)OCCO3)cc1Cl | ? | ·
Cc1sc2ncn(CC(=O)N(CC(=O)NC3CCCC3)Cc3cccs3)c(=O)c2c1C | ? | ·
O=C(Nc1ccn([C@H]2CC[C@@H](CO)O2)c(=O)n1)c1ccccc1 | -4% | 2
COc1ccc(-n2c(SC)nc3sc4c(c3c2=O)CCN(C)C4)cc1 | i | 7
CCCn1c(/C=N/Nc2nc3ccccc3[nH]2)nc2ccccc21 | 13µM* | -14*
CCn1nc(C)c(CNC(=O)CC2C(=O)NCCN2CC(C)C)c1C (centres undefined) | -11% | -4
COC(=O)CSCC(=O)Nc1nnc(-c2ccccc2C)s1 | -3% | 25
CN(CCC#N)c1ncnc2scc(-c3ccccc3)c12 | 10% | -22
CC(C)CN(C(=O)COC(=O)COc1ccc2ccccc2c1)c1c(N)n(Cc2ccccc2)c(=O)[nH]c1=O | ? | ·
CCOc1cc(C(=S)N2CCOCC2)ccc1OC(=O)c1ccc(C)cc1 | ? | ·
CCOC(=O)CCCN1CC(O)=C(c2nc3ccccc3s2)C1=N | ? | ·
O=C(CCCN1C(=O)c2cccc3cccc(c23)C1=O)N1CCc2ccccc2C1 | ? | ·
CC(=O)N/C(=C/c1ccc2c(c1)OCO2)C(=O)NCCO | -4% | -15
C#CCSc1n[nH]c(=O)n1-c1cccc(C(F)(F)F)c1 | -3% | 9
SMILES | S3 lipid droplet | S3 lipid droplet cell count max
CC1(C)NC(=O)N(CC(O)COC2CCCCC2)C1=O (centres undefined) | ? | ·
Cc1c(/C=N/Nc2ccc(C(=O)O)cc2)c2ccccc2n1C | 24% | ·
CN(C)c1ccc(C2(c3ccc(N(C)C)cc3)OC(=O)c3cc(N)ccc32)cc1 | -11% | 1
O=C(CCS(=O)(=O)c1cc(Br)cc2c1N(C(=O)C1CC1)CC2)NCc1ccco1 | i | -7
CCN1C(=O)CS/C1=N\S(=O)(=O)c1ccc(Cl)cc1 | 0% | -12
CN(Cc1c(C(=O)N/N=C/c2cccc(O)c2)nnn1-c1nonc1N)c1ccccc1 | ? | ·
CCc1ccccc1NC1c2ccccc2C(=O)N1c1cccnc1 (centres undefined) | 7% | -1
COc1ccc(C(=O)Nc2ccc([N+](=O)[O-])cn2)cc1OC | ? | ·
O=C(COC(=O)CCC(NC(=O)OCc1ccccc1)C(=O)OCC(=O)Nc1ccccc1)Nc1ccccc1 (centres undefined) | 7% | 17
CCN(CC)CCN(C(=O)CCS(=O)(=O)c1ccccc1)c1nc2cc(OC)c(OC)cc2s1 | -1% | 0
O=C1NNC(=O)C2C3C=CC(C4CC34)C12 (centres undefined) | ? | ·
Cc1cc(=O)[nH]c(N/N=C/c2ccc3c(c2)OCCO3)n1 | 9% | 8
CCCCNc1c(N)n(CCCC)c(=O)[nH]c1=O | -1% | 20
O=C(O)c1nn(CCOc2ccc(Br)cc2)c(=O)c2ccccc12 | i | 7
COc1ccc(C2CC(=O)C3=C(C2)NC(C)=C(C#N)C3c2ccc(N(C)C)cc2)cc1 (centres undefined) | ? | ·
O=C(COC(=O)c1ccccn1)Nc1cccc2ccccc12 | ? | ·
Cc1nnc(SCC(=O)NCc2cccs2)[nH]c1=O | ? | ·
Clc1ccc(C#Cc2cccnc2)cc1 | ? | ·
Cc1ccccc1Nc1c([N+](=O)[O-])cncc1[N+](=O)[O-] | ? | ·
Cc1ccc(OC(=O)NC2CCS(=O)(=O)C2)cc1C (centres undefined) | ? | ·

The list is partial, so the mix of outcomes need not match the whole.
